ERK EGF block – EGF-driven ERK pathway inhibition; Potency, µM (doses to about 11.5 µM), for inactives: at the highest dose activity change, negative = inhibition, hits mostly inhibitors; 0.41% of 130,000 active; HEK293-V1b, EGF-stimulated phospho-ERK AlphaScreen; AID 1454; active = well fitted inhibition curve with a large enough effect; inconclusive = small, poorly fitted or top-dose-only effect, or effect the other way;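 note: plate controls were stimulated vehicle wells for no effect and unstimulated vehicle basal for full effect; nearly all actives have a fitted effect of over 55% in size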
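EGF-stimulated (25 nM, 5 min) phospho-ERK in HEK293 cells stably expressing V1b, cells pretreated 30 min with compound at 37C. Homogeneous AlphaScreen read on lysates.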
An asterisk follows results filed as active; [ ] = dose if it differs, or a comment. Potency is the fitted concentration of half-maximal effect. This is a subset, so the mix of outcomes need not match the whole.

Screening Cc1cccc(Nc2nnc(SCC3CCCCO3)s2)c1C (stereo not drawn) returned ERK EGF block 7.7%.
COc1ccc(-c2cc(C(F)(F)F)nc(NCc3cccs3)n2)cc1 was read as ERK EGF block -0.8%.
Cc1nc2c(cnn2-c2ccccc2)c(=O)[nH]1 was read as ERK EGF block -8.4%[57.5 µM].
For Cc1[nH]nc2c1C(c1c[nH]c3ccccc13)C(C#N)=C(N)O2 (stereo not drawn) the results were ERK EGF block inconclusive.
`COCCNCC1C(Oc2ccc(Cl)cc2)C(=O)N1c1ccccc1C` (stereo not drawn) gave ERK EGF block -0.2%.
Screening COc1ccc(-c2nc(CSCC(=O)N3CCN(c4cccc(C)c4)C(C)C3)c(C)o2)cc1OC (stereo not drawn) returned ERK EGF block 2.5%.
Screening Cc1cccc2cc(CN(Cc3nnnn3C3CCCCC3)C3CCCC3)c3nnnn3c12 returned ERK EGF block 2.3%.
`CCOc1cc(/C=N/NC(=O)C(=O)NC2CC2)cc(Br)c1O` gave ERK EGF block 8.4%.
For COc1cccc(CSc2nc3ccncc3[nH]2)c1 the results were ERK EGF block 26.3%[57.5 µM].
CCOc1ccc(/C=N/Nc2ccccn2)cc1OC was read as ERK EGF block 11.5%.
Screening CCCCNC(=O)Nc1nc2ccc(CC)cc2s1 returned ERK EGF block -0.5%.
`CCOc1ccc(C(=O)CC(Sc2ccc(C)cc2)C(=O)O)cc1` (stereo not drawn) gave ERK EGF block -4.5%.
`COc1ccc(NC(=O)c2ccc(=O)[nH]c2)cc1S(=O)(=O)N1CCCCC1` gave ERK EGF block 6.0%.
Screening Cc1c([C@@H]2C[C@H]3CN(Cc4cccc(Cl)c4)C(=O)[C@]34CCCN24)cnn1C returned ERK EGF block -2.2%.
c1csc(-c2nc3ccccc3[nH]2)c1 was read as ERK EGF block 2.1%.
COCCn1c(=O)c2ccccc2c2ccccc2c1=O was read as ERK EGF block -6.2%.
Screening COc1ccc(CCNC(=O)c2cc(C(=O)c3cc(C)ccc3O)cn(CCc3ccc(OC)cc3)c2=O)cc1 returned ERK EGF block -1.4%.
CC(C)(C)OC(=O)NCCCC[C@@H](C(=O)N1CCN(C(=O)OC(C)(C)C)CC1)n1cc(CCC(=O)O)nn1 was read as ERK EGF block -15.2%[57.5 µM].
`CSc1nnc(-c2cnccn2)n1C` gave ERK EGF block 6.7%.
Cc1nnc(SCC(=O)c2ccc(Br)cc2)s1 was read as ERK EGF block -3.8%.
`COc1ccc(/C=C2\C(=O)OCc3cc(OC)c(OC)cc32)cc1OC` gave ERK EGF block -2.2%.
For O=C(O)C1=C[C@H](c2cccs2)C[C@H](OCc2ccc(CO)cc2)O1 the results were ERK EGF block 3.4%[57.5 µM].
For Cc1ccc(S(=O)(=O)c2cnc3cc(C)nn3c2N)cc1 the results were ERK EGF block 3.0%.
`CCCCCC(=O)Nc1cccc(C2=NOC3(C2)C[C@H](C(N)=O)N(C(=O)c2ccccc2)C3)c1` (stereo partly drawn) gave ERK EGF block 10.2%[57.5 µM].
`COC(=O)c1cc(Sc2cccc(Cl)c2Cl)ccn1` gave ERK EGF block -3.1%.
O=[N+]([O-])c1cccc(-c2nnc(-c3ccccc3)o2)c1 was read as ERK EGF block -5.2%.
Screening O=C(Nc1ccc(S(=O)(=O)Nc2nccs2)cc1)c1cc(-c2ccccc2)nc2ccccc12 returned ERK EGF block 1.8%.
For Cc1nn(C2CCS(=O)(=O)C2)c(Cl)c1/C=C/C(=O)OCC(N)=O (stereo not drawn) the results were ERK EGF block -1.4%[57.5 µM].
Screening COc1cc([N+](=O)[O-])ccc1NC(=O)CN1CCCC1 returned ERK EGF block -8.4%.
Screening COc1ccc(C(=O)CN2CCN(S(=O)(=O)c3cccc([N+](=O)[O-])c3)CC2)cc1OC returned ERK EGF block 6.3%.
`Cc1c(S(=O)(=O)N2CCCC(C(=O)O)C2)cnn1C` (stereo not drawn) gave ERK EGF block -8.0%.
Screening C=CCc1c(C)nc2ccc(C(=O)OCC)cc2c1Cl returned ERK EGF block -8.2%.
Screening CCCN(CC1CC1)C(=O)COC(=O)c1ccc(CNS(=O)(=O)c2ccc(F)c(Cl)c2)cc1 returned ERK EGF block 1.5%.
For CCC1(C)Cc2nc3[nH]c(=S)n(-c4ccccc4)c(=O)c3cc2CO1 (stereo not drawn) the results were ERK EGF block 5.2%.
`COc1ccc(NC(=S)NCCNC(C)=O)cc1` gave ERK EGF block -28.6%.
For CCC(=O)Nc1ccc(C(=O)CSc2nnc(-c3ccc(NS(=O)(=O)CC)cc3)o2)cc1OC the results were ERK EGF block -11.3%[57.5 µM].
Screening Cc1ccc(CN2CCc3c(OCc4ccc(F)cc4)cccc3C2=O)cc1 returned ERK EGF block 10.9%.
`COC(=O)C1=C(C)N(c2ccc(F)cc2)/C(=C/c2ccc(O)cc2)C1=O` gave ERK EGF block 4.3%.
Screening COC(=O)C1C(c2ccc(OC)cc2)Nc2nnc(C(F)(F)F)n2C1(C)O (stereo not drawn) returned ERK EGF block -3.9%.
CCCC(=O)OC1CCS(=O)(=O)c2sccc21 (stereo not drawn) was read as ERK EGF block 0.8%.
`CC(=O)c1c(C)oc2c1C(=O)c1ccccc1C2=O` gave ERK EGF block 6.4%.
For COc1ccc(OC)c2[nH]c(=O)c(CCNC(=S)NC(C)(C)C)cc12 the results were ERK EGF block 0.1%.
For COc1ccc(Cl)cc1C(=O)NNC(=O)CSc1nnnn1C the results were ERK EGF block -5.4%.
CC(=O)NC(C)c1nc2ccccc2n1C(C)C (stereo not drawn) was read as ERK EGF block -7.1%.
For Cc1ccccc1N1C(=O)C(Cc2ccc(F)cc2)S/C1=C(\C#N)C(N)=O (stereo not drawn) the results were ERK EGF block 16.5%[57.5 µM].
For CN(C)S(=O)(=O)c1cccc(NC(=S)Nc2cccc3cnccc23)c1 the results were ERK EGF block -6.0%[57.5 µM].
Screening CCN(CC)C(=O)c1sc2nc(-c3ccccc3)ccc2c1N returned ERK EGF block 1.9%.
For O=Cc1cc(N=Nc2ccccc2Cl)ccc1O the results were ERK EGF block -1.2%.

In the list so far, 7 contain an NH in an aromatic ring.
Cc1nc2c(cnn2-c2ccccc2)c(=O)[nH]1 was read as ERK EGF block -8.4%[57.5 µM].
For Cc1[nH]nc2c1C(c1c[nH]c3ccccc13)C(C#N)=C(N)O2 (stereo not drawn) the results were ERK EGF block inconclusive.
For COc1cccc(CSc2nc3ccncc3[nH]2)c1 the results were ERK EGF block 26.3%[57.5 µM].
`COc1ccc(NC(=O)c2ccc(=O)[nH]c2)cc1S(=O)(=O)N1CCCCC1` gave ERK EGF block 6.0%.
c1csc(-c2nc3ccccc3[nH]2)c1 was read as ERK EGF block 2.1%.
For CCC1(C)Cc2nc3[nH]c(=S)n(-c4ccccc4)c(=O)c3cc2CO1 (stereo not drawn) the results were ERK EGF block 5.2%.
For COc1ccc(OC)c2[nH]c(=O)c(CCNC(=S)NC(C)(C)C)cc12 the results were ERK EGF block 0.1%.

(more compounds)
For CCC(C)NS(=O)(=O)c1ccc(NC(=O)c2cccs2)cc1 (stereo not drawn) the results were ERK EGF block -3.4%.
Screening Nc1cccc2c1nnn2C1OC(CO)C(O)C(O)C1O (stereo not drawn) returned ERK EGF block 0.2%[57.5 µM].
Cc1c(C(=O)N/N=C/c2cccs2)nc2ccccn12 was read as ERK EGF block 3.9%.
Screening CNC(=O)Nc1cccc(-c2ccnc(C)n2)c1 returned ERK EGF block 0.0%[57.5 µM].
For CSc1nc(N)n2nc(-c3ccccc3)cc2n1 the results were ERK EGF block -8.7%[57.5 µM].
`COc1cccc(C(=O)NCCN2CCN(c3ccc(Cl)cc3)CC2)c1` gave ERK EGF block 5.8%.
For Cc1ccc(NC(=O)Cn2cc(C(F)(F)F)cc(Cl)c2=O)cc1Cl the results were ERK EGF block -0.6%.
Screening CCCC/C(=N\NC(=O)c1ccc(Br)o1)c1ccccc1 returned ERK EGF block 1.0%.
Screening O=C(O)CC1(CC(=O)Nc2ccccc2N2CCOCC2)CCCC1 returned ERK EGF block 4.8%[57.5 µM].
Screening CC(O)C(NS(=O)(=O)c1ccc(Cl)cc1)C(=O)OCC(=O)c1c[nH]c2ccccc12 (stereo not drawn) returned ERK EGF block 9.3%.
O=C(O)CCN1c2ccccc2Sc2ccccc21 was read as ERK EGF block -5.5%[57.5 µM].
For Cc1cc(NCCCO)n2c(nc3ccccc32)c1C#N the results were ERK EGF block 2.9%.
Screening CN(C)S(=O)(=O)c1ccc(Cl)c(NC(=O)COC(=O)C2CCCO2)c1 (stereo not drawn) returned ERK EGF block 5.1%[57.5 µM].
`C/C=C/c1ccc(OCCOc2cccc3cccnc23)c(OC)c1` gave ERK EGF block -7.8%.
CS(=O)(=O)n1nc(-c2ccccc2)nc1NCc1ccco1 was read as ERK EGF block 19.4%.
For Cc1cc(C)c(C)c(OC(=O)c2sc(Cl)nc2C)c1 the results were ERK EGF block 14.9%.
`CCCCOC(=O)c1ccc(NC(=O)CSc2nnnn2C)cc1` gave ERK EGF block 2.9%.
Screening CC(=O)c1cccc(NC(=S)NC(=O)c2ccc(C)cc2Cl)c1 returned ERK EGF block 3.0%.
`O=C(Nc1cccc(-c2nnc(-c3ccco3)o2)c1)c1ccccc1` gave ERK EGF block inconclusive.
Screening CC1CC(C)CN(S(=O)(=O)c2ccccc2[N+](=O)[O-])C1 (stereo not drawn) returned ERK EGF block 7.5%.
`CNC(=O)C1=C(C)NC(=S)NC1c1cc2c(cc1OC)CCCC2` (stereo not drawn) gave ERK EGF block -7.2%.
`Cc1noc(C)c1C(=O)N1CCC2(CCCN(Cc3ccc(C#N)cc3)C2)CC1` gave ERK EGF block -8.0%.
Cc1ccccc1NC(=O)Cn1c(CCC(=O)O)ccc1-c1cccs1 was read as ERK EGF block 3.5%.
CS(=O)(=O)N(Cc1ccccc1)c1ccc(C(=O)NCCSCc2ccco2)cc1 was read as ERK EGF block 3.8%.
Screening Cc1cc(C)n(-c2ccc3nnc(C)n3n2)n1 returned ERK EGF block -7.7%[57.5 µM].
Screening CN(C)CCCNC(=S)Nc1ccc(Oc2ccccc2)cc1 returned ERK EGF block 3.0%.
CN1CCN(c2ccc(NC(=O)c3ccc4c(c3)[nH]c(=O)n4Cc3ccc(F)cc3)cc2)CC1 was read as ERK EGF block 1.4%.
`CC(=O)OC[C@H]1O[C@H](C/C=N/O[C@@H](C)c2cn([C@H](CO)Cc3ccccc3)nn2)C=C[C@@H]1OC(C)=O` gave ERK EGF block 0.8%.
Screening O=C(CN1c2cccc3cccc(c23)S1(=O)=O)Nc1ccccc1 returned ERK EGF block 43.9%.
For N#Cc1ncc(C(F)(F)F)cc1Oc1cccnc1 the results were ERK EGF block -1.2%.
For COc1ccc(/C=C/c2nc(C)c(-c3ccccc3)c(=O)[nH]2)cc1OC the results were ERK EGF block -5.4%.
`Clc1cc2nc[nH]c2cc1Cl` gave ERK EGF block -15.9%[57.5 µM].
`CN(C)C(C)(C)C#CC(O)(c1ccccc1)c1ccccc1` gave ERK EGF block 1.8%.
For Cc1cc([N+](=O)[O-])nn1CCCC(=O)Nc1cc(Cl)ccc1Cl the results were ERK EGF block 2.6%.
For Cc1nn(C)c(C(=O)Nc2cccc(CN3CCOCC3)c2)c1Br the results were ERK EGF block 8.4%.
COc1ccc(NS(=O)(=O)c2cc(NC(=O)CCSc3ccccc3)ccc2OC)cc1 was read as ERK EGF block -1.9%.

The closing 3 entries of the section before open the next one.
For Cc1cc([N+](=O)[O-])nn1CCCC(=O)Nc1cc(Cl)ccc1Cl the results were ERK EGF block 2.6%.
For Cc1nn(C)c(C(=O)Nc2cccc(CN3CCOCC3)c2)c1Br the results were ERK EGF block 8.4%.
COc1ccc(NS(=O)(=O)c2cc(NC(=O)CCSc3ccccc3)ccc2OC)cc1 was read as ERK EGF block -1.9%.
`CCCc1cc(-c2n[nH]c(=S)n2-c2cccc(C)c2)cs1` gave ERK EGF block 4.2%.
Screening NC(=O)c1cc[n+](CC2=C(C(=O)[O-])N3C(=O)[C@@H](NC(=O)Cc4cccs4)[C@@H]3SC2)cc1 returned ERK EGF block 14.7%[25.7 µM].
Screening COC(=O)C(OC(=O)c1ccc(OC)cc1)C(=O)OC returned ERK EGF block 4.6%.
`C/C(=N\NC(=O)c1nc2ccccn2c1C)c1ccc2c(c1)OCO2` gave ERK EGF block -11.0%.
Screening C=CCN(CC=C)S(=O)(=O)c1ccc(C(=O)Nc2nnc(CSC)o2)cc1 returned ERK EGF block 11.0%.
CN(C1CCCCC1)S(=O)(=O)c1ccc2[nH]c(=O)oc2c1 was read as ERK EGF block -9.3%[57.5 µM].
`CCN(CC)S(=O)(=O)c1ccc(C)c(NC(=S)Nc2cccc(S(=O)(=O)N3CCCCCC3)c2)c1` gave ERK EGF block 7.8%.
Screening Cc1ccc(C)c(/C=C(\C(=O)O)c2ccc(S(=O)(=O)N3CCCCC3)s2)c1 returned ERK EGF block 9.0%.
For C/C=C/c1ccc(OC(C)=O)c(OC)c1 the results were ERK EGF block 0.0%.
`Cc1ccc2c(c1)-c1c(cnn1CC(=O)Nc1ccccc1N1CCN(C)CC1)CO2` gave ERK EGF block -1.8%.
For CCCNC(=O)NC(=O)COC(=O)/C=C/c1cc(Br)ccc1F the results were ERK EGF block -7.9%[57.5 µM].
For O=C(Nc1ccc(Oc2cccnc2)nc1)c1ccc(C(F)(F)F)cc1 the results were ERK EGF block -12.9%[57.5 µM].
Screening CCOC(=O)Cn1c(=NC(=O)c2sc3ccccc3c2Cl)sc2cc(S(N)(=O)=O)ccc21 returned ERK EGF block -0.9%.
For CCCn1c(=O)c2[nH]c(-c3ccc(S(=O)(=O)O)cc3)nc2n(CCC)c1=O the results were ERK EGF block 3.1%.
For CC(C)(C)OC(=O)N[C@@H](CC(=O)OCc1ccccc1)C(=O)O the results were ERK EGF block 10.0%.
`O=C(N/N=C/c1ccco1)c1ccn[nH]1` gave ERK EGF block 6.4%.

Source: PubChem
